# Assay outcomes (PubChem BioAssay)
# RAD54 branch – RAD54 (human) branch migration inhibition. RAD54 Holliday junction branch migration, FAM/BHQ fluorescence. hit rate 0.14% among 360,000. Q92698. inhibition, % at 10.4 µM;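 active = mean normalized replicate activity at least 40 and at least half of replicates scoring 40 or more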;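 note: 0% = median of neutral control wells and 100% = median of positive control wells; inhibitors cause a drop in the FAM fluorescence signal; in these data hits start at about 50%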
# Target sequence (Q92698 whole entry, looked up): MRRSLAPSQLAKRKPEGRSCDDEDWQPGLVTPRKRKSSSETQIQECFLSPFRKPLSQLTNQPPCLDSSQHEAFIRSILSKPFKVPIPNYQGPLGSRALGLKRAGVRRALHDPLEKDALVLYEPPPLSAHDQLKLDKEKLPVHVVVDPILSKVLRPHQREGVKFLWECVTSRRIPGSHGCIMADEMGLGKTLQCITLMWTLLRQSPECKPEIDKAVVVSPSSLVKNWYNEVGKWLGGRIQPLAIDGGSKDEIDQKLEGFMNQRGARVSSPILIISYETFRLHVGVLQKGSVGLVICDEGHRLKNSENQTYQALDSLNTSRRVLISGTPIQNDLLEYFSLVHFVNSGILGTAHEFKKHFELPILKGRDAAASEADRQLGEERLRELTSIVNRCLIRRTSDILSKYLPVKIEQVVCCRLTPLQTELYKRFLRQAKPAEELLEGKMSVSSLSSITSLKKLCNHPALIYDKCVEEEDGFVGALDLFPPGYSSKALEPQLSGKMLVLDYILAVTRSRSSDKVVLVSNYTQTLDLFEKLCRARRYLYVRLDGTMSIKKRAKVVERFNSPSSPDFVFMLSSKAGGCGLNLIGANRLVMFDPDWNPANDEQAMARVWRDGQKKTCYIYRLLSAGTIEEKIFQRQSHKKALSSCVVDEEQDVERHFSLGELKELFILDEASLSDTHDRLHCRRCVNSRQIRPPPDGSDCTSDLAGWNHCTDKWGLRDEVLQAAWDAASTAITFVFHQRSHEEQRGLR
# Active calls of the source: *. An excerpt. The share of hits here may be higher or lower than overall.
SMILES,RAD54 branch
NC(=O)c1ccc(NS(=O)(=O)c2ccccc2F)cc1,1
COCC(C)n1c(C)cc(C(=O)COC(=O)c2ccc(N3CCCC3=O)cc2)c1C (configuration not stated),5
Cc1ccc(/C=C/C(=O)N2CC(C)CC(C)C2)o1 (configuration not stated),4
CCCCCc1ccc(-c2cn(Cc3ccc([N+](=O)[O-])cc3)nn2)cc1,3
COc1ccc(C(C)(C)C)cc1NC(=O)c1ccoc1C,-3
Cc1ccc(-n2ncc3c2ncn2nc(-c4ccco4)nc32)c(C)c1,-7
COCCN(C(=O)C1CCC1)c1nnc(-c2cccnc2)s1,-8
CCOC(=O)CSc1nnc(Cn2nnc(-c3ccccc3)n2)n1CC,-6
Cn1nc(C(=O)N2CCOCC2)c2ccccc2c1=O,-2
CCC(=O)N(Cc1cc2cc(OC)ccc2[nH]c1=O)c1ccccc1C,0
c1cn(CCCNc2ncnc3sc4c(c23)CCC4)cn1,1
COCCN1Cc2cccc(C(=O)Nc3cccc(C)c3C)c2C1=O,-18
CN1C(=O)C2(Oc3ccccc3C3CC(c4ccccc4)=NN32)c2ccccc21 (configuration not stated),0
O=C(c1ccc(S(=O)(=O)N2CCCCCC2)cc1)N1CCN(c2ccccn2)CC1,2
COc1ccc(Cc2nnc(SCC(=O)c3ccccc3)o2)cc1,-5
C=C(C)Cc1c(C)nc(-c2ccccc2)[nH]c1=O,0
COc1ccc(C(=O)OCCNC(=O)c2c(Cl)nc3ccccn23)cc1,2
CC1=CC(=O)C=CC1(C)C(Cl)(Cl)Cl (configuration not stated),-8
COC(=O)c1cc(Br)c(=O)n(-c2ccc(F)cc2)c1,-10
CC(C)NC(=O)C1CCN(C(=O)c2cc3sccc3n2Cc2ccc(F)cc2)CC1,-1
CC(C)(C)c1nnc2sc(SCC(=O)c3ccccc3)nn2c1=O,6
CCn1nnnc1SCC(=O)c1cc(OC)ccc1OC,-1
CCOC(=O)c1ccc(NC(=O)C2CC2)cc1,5
CCOc1nc2ccccc2nc1C,2
CC1=C(C(=O)Nc2cc(C)ccc2C)C(c2cccs2)NC(=S)N1 (configuration not stated),1

# (more compounds)
SMILES,RAD54 branch
CC(C)(C)c1cc(CCC(=O)NCc2ccncc2)cc(C(C)(C)C)c1O,8
CCOC(=O)C(C(=O)OCC)C(Nc1cccc(Br)c1)c1ccccc1 (configuration not stated),8
COn1c(SCC(=O)N(C)C)nc2ccccc2c1=O,-5
CC(C(=O)Nc1ncn[nH]1)N1C(=O)c2ccccc2C1=O (configuration not stated),2
C/C(=N\OC(=O)NC(C)C)c1sc(-c2ccc(Cl)cc2)nc1C,5
CCCNc1cc(C)c(C#N)c2nc3ccccc3n12,5
O=C(NNS(=O)(=O)c1ccc(Br)cc1)c1ccncc1,6
CCOC(=O)c1c(NS(=O)(=O)c2ccc(Br)cc2)sc2c1CCC2,-10
COCCn1c(C)cc(C(=O)CSc2n[nH]c(N)n2)c1C,10
COC(=O)c1ccc(OCCOc2ccccc2)cc1,-1
O=C1NCC(COCc2ccccc2)O1 (configuration not stated),-10
CC(=O)c1ccc(N2CCN(C(=O)C3(S(=O)(=O)c4ccc(Cl)cc4)CC3)CC2)cc1,-6
CNC(=O)c1cc(S(=O)(=O)N(C)C)ccc1Cl,15
O=C(Nc1cccc2cccnc12)c1ccc(Br)cc1Br,2
COC(=O)c1c(NC(=O)CSc2nnnn2-c2ccc3c(c2)OCO3)sc(C)c1C,2
CC(NC(=O)c1ccco1)C(=O)OCc1cccc(Cl)c1 (configuration not stated),-5
O=C(c1c(F)cccc1F)N(Cc1ccccn1)C1CC1,-12
CC(=O)Nc1cc(NC(=O)CCCC(=O)O)ccc1Cl,0
Cc1cc(N(C)C)cc(C)[n+]1[O-],1
N#C/C(=C\c1cn[nH]c1-c1ccccc1)C(=O)NC1CCCCCC1,4
O=c1cc(-c2ccccc2)nc2nc(CCc3ccccc3)[nH]n12,3
Cc1nc2sc(C(c3cccc(F)c3)N3CCCC(C)C3)c(O)n2n1 (configuration not stated),-1
COc1ccc(Nc2nc(N)nc(CSc3nnc(N)s3)n2)cc1,9
CCOC(=O)N1CCN(C(=O)C(NC(=O)c2ccc(CC)cc2)C(C)C)CC1 (configuration not stated),2
COc1ccc(OC)c(NC(=O)C23CCC(C)(C(=O)C2)C3(C)C)c1 (configuration not stated),-7

# Next part.
SMILES,RAD54 branch
COc1ccc(C(=O)Nc2c3c(nn2-c2cccc(Cl)c2)CS(=O)C3)cc1 (configuration not stated),4
Cc1ccc(C2/C(=C(\O)c3cnn(-c4ccccc4)c3C)C(=O)C(=O)N2CCN(C)C)o1 (configuration not stated),-16
CC(C)NS(=O)(=O)c1ccc(CCC(=O)Nc2cc(Cl)ccc2Oc2ccccc2)cc1,-4
CC(C)c1cc(CN2CCN(CCC#N)CC2)cc(C(C)C)c1O,3
CS(=O)(=O)Nc1ccc(C(=O)N2CCCC2)cc1,2
COC(=O)c1cccc(CSc2nnc(C)s2)c1,-12
Cc1c(C(=O)N2CCOCC2)sc2nc(-c3ccccc3)cn12,-8
CCOC(=O)c1c(C)noc1CP(=O)(c1ccccc1)c1ccccc1,2
C=CCn1c(C)cc(C(=O)CSc2nnc(NCc3ccccc3)s2)c1C,-2
COc1cccc(C2/C(=C(\O)c3ccc4c(c3)OCO4)C(=O)C(=O)N2CCN(C)C)c1OC (configuration not stated),5
C/C=C/Cn1c(SCc2ccc(Cl)cc2)nc2c1c(=O)[nH]c(=O)n2C,13
Cc1ccc(NC(=O)CC2SC3=NCCCN3C2=O)c(C)c1 (configuration not stated),0
CCOc1ccc(C(=O)NCC(=O)OCC(=O)N2CCCCC2)cc1,2
O=C(c1cccc(C(=O)N2CCN(c3ccccc3)CC2)c1)N1CCN(c2ccccc2)CC1,4
CCOC(=O)c1cc(-c2ccco2)nc2c1c(C)nn2CCC#N,-10
Cc1cc2ncn(/N=C/c3cccnc3)c2cc1C,0
CCOc1ccc(N2CC(C(=O)Nc3ccc(S(=O)(=O)N4CCOCC4)cc3)CC2=O)cc1 (configuration not stated),3
Cc1nc(-c2ccccn2)sc1C(=O)Nc1ccc(F)cc1,2
O=C(Nc1nc(-c2ccco2)c(-c2ccco2)s1)C1CC(=O)N(c2ccc3c(c2)OCCO3)C1 (configuration not stated),3
O=C(CCc1ccccc1)NNC(=O)C12CC3CC(CC(C3)C1)C2,5
COc1cccc(-n2c(COc3ccccc3C)nnc2SCC(=O)O)c1,6
CCN1CCN(C(c2ccccc2)c2nnnn2Cc2ccccc2)CC1 (configuration not stated),-7
CCc1ccc(Nc2cc(=O)n(C3CCCCC3)c(=O)[nH]2)cc1,-14
COc1ccc(C(=O)Nc2nc(-c3cccs3)c(NC(C)=O)s2)cc1,-4
CCOC(=O)c1cccc(N2C(=O)C3C(C(=O)NC4CC4)C4(C)C=CC3(O4)C2C(=O)NC(C)(C)C)c1 (configuration not stated),-8

# New compounds follow
SMILES,RAD54 branch
COc1cc(N2CCC(O)CC2)ccc1Nc1nnc(Cl)c(Nc2ccccc2S(C)(=O)=O)n1,0
CCn1ccc(C(=O)Oc2ccc(Cl)cc2)n1,-1
CCN(CC(O)COc1ccc(OCC(O)CN(CC)C2CCCCC2)cc1)C1CCCCC1 (configuration not stated),-4
CC(=O)NC(Cc1c[nH]c2ccccc12)C(=O)N1CCc2ccccc2C1 (configuration not stated),-6
Cc1nnc(NC(=O)CSc2nc(C(C)C)nc3sc(C)c(C)c23)s1,-6
CCc1nnc(NC(=O)Nc2ccccc2OC)s1,4
Cc1ccc(NC(=O)c2ccc(OC(=S)N3CCOCC3)cc2)cc1,-1
CC(C)NC(=O)c1sc2nc3c(c(-c4cccs4)c2c1N)CN(C)CC3,10
Cc1sc(-c2ccccn2)nc1OC(=O)c1cccc(Cl)c1Cl,-1
COc1ccccc1C(=O)Nc1sc2c(c1C(=O)NCc1ccco1)CCCC2,1
CCN1C(=O)N(CC)C2C1N(C(C)=O)C(=O)N2C(C)=O (configuration not stated),-2
Cn1cc(C(=O)c2cccc(Cl)c2Cl)cc1C(=O)O,-1
CC(C)CC(=O)NC(=S)NCCc1ccccc1,-10
Cc1ccc(Nc2cc(=O)oc3ccccc23)c(C)c1,-2
Cc1ccc(/C=N/N2CCN(Cc3ccc(Cl)cc3)CC2)o1,-4
O=C(CCc1ccccc1)Nc1ccc(Cl)cn1,3
N#Cc1ccc(NC(=O)Nc2ccc(Cl)cc2)cc1,11
CC(=O)N1CCN(c2ccc(Nc3ncnc4c3oc3ccccc34)cc2)CC1,11
CCOC(=O)c1c(NC(=O)OC)sc2c1CCC2,-2
Cc1ccc(N2CCCCn3c2nc2c3c(=O)[nH]c(=O)n2C)cc1,-10
Cc1cc2nc(-c3ccc(SCC(=O)N4CCN(C(=O)c5ccco5)CC4)nc3)[nH]c2cc1C,-4
CC(=O)c1cccc(NC(=O)C2CCN(S(=O)(=O)c3ccc(C)cc3)CC2)c1,2
O=C(C1CCCN1S(=O)(=O)c1cccc2cccnc12)N1CCn2c1nc1ccccc12 (configuration not stated),2
O=C(Nc1ccccc1N1CCCC1)c1cccnc1Cl,-22
COc1ccccc1-c1cc(C(F)(F)F)nc(N2CCN(c3ccccc3)CC2)n1,8

# Carrying on:
SMILES,RAD54 branch
O=C1C2C3C=CC(C3=C(c3ccccc3)c3ccccc3)C2C(=O)N1CCO (configuration not stated),-4
CC(=O)Nc1ccc(N2C(=O)C3C4CC(=O)C(c5ccccc54)C3C2=O)cc1 (configuration not stated),-1
CCc1ccc2c(Cl)c(C(=O)N/N=C/c3c[nH]c4ccccc34)sc2c1,3
COc1ccc(-c2cc(C(F)(F)F)nc(SCC(=O)Nc3cc(C)on3)n2)cc1,2
CCOC(=O)NC(NCc1ccccc1Cl)(C(F)(F)F)C(F)(F)F,2
O=C(CCn1nnc2ccccc2c1=O)N[C@H](C(=O)O)c1ccccc1,-1
O=C(c1cccc(F)c1)N1CCN(S(=O)(=O)c2ccccc2)CC1,1
O=C(CCN1CCCCC1)Nn1c(=S)[nH]c2ccccc2c1=O,-2
CCOc1cc(-c2noc(N)c2C#N)cc(OCC)c1OCC,3
CCSc1nc2sc3c(c2c(=O)[nH]1)CC(C)(CC)OC3 (configuration not stated),5
CCC(C(=O)NC(C)(C)C)N(C(=O)Cn1nnc(-c2ccccc2F)n1)c1cccc2c1CCCC2 (configuration not stated),-13
Cc1cc2occ(CC(=O)NC3=NCCS3)c2cc1C(C)C,-14
COC(=O)c1cc(Br)ccc1-c1ccc(/C=N/n2nnnc2N)o1,-5
CCOC(=O)Cn1nc(C)n(-c2ccc(C(C)(C)C)cc2)c1=O,-11
Cc1[nH]nc2ncc(C(=O)c3cc(Cl)cc(Cl)c3O)cc12,-1
CCCCN(C)CCn1c(=S)[nH]c2ncccc2c1=O,-1
COC(=O)c1ccccc1NC(=O)CSc1nc(O)cc(=O)n1C1CCCC1,-5
CCN=C1SC(C(=O)NCCc2ccccc2)CC(=O)N1CC (configuration not stated),0
CCOCCCNC(=O)c1cn(C)c(=O)c2cc(OC)c(OC)cc12,7
COC(=O)N/C(C)=C1/NC(=O)c2ccccc2C(c2ccccc2)N1 (configuration not stated),11
CCn1cc(C(=O)NCc2ccc3c(c2)OCO3)c2cc(OC)c(OC)cc2c1=O,-4
Cc1ccccc1C(=O)N1CCN(c2nc(N3CCOCC3)nc(N3CCOCC3)n2)CC1,-6
CCC(C)(C(=O)NC1CCCCC1)N(Cc1ccco1)C(=O)c1ccccn1 (configuration not stated),11
Cn1nc(-c2ccccc2)c(C(O)c2ccc(Cl)cc2)c1Cl (configuration not stated),-2
c1cncc(-c2nc(NCc3ccco3)c3ccccc3n2)c1,4
CC(CCO)Nc1nc2c([nH]1)c(=O)n(C)c(=O)n2C (configuration not stated),-3
O=C(Nc1nccs1)c1nc(-c2ccccc2)n(-c2ccccc2)n1,0
CN(C)c1nc(SCCOC(=O)COc2ccc(Cl)cc2Cl)nc(N(C)C)n1,-13
COc1ccc2c3c(c(=O)oc2c1OCC(N)=O)CCCC3,2
CCN(Cc1ccccc1)CC(O)COc1ccccc1 (configuration not stated),-12

# Gathered by group: the entries above with an NH in an aromatic ring.
SMILES,RAD54 branch
CCC(=O)N(Cc1cc2cc(OC)ccc2[nH]c1=O)c1ccccc1C,0
C=C(C)Cc1c(C)nc(-c2ccccc2)[nH]c1=O,0
CC(C(=O)Nc1ncn[nH]1)N1C(=O)c2ccccc2C1=O (configuration not stated),2
COCCn1c(C)cc(C(=O)CSc2n[nH]c(N)n2)c1C,10
N#C/C(=C\c1cn[nH]c1-c1ccccc1)C(=O)NC1CCCCCC1,4
O=c1cc(-c2ccccc2)nc2nc(CCc3ccccc3)[nH]n12,3
C/C=C/Cn1c(SCc2ccc(Cl)cc2)nc2c1c(=O)[nH]c(=O)n2C,13
CCc1ccc(Nc2cc(=O)n(C3CCCCC3)c(=O)[nH]2)cc1,-14
CC(=O)NC(Cc1c[nH]c2ccccc12)C(=O)N1CCc2ccccc2C1 (configuration not stated),-6
Cc1ccc(N2CCCCn3c2nc2c3c(=O)[nH]c(=O)n2C)cc1,-10
Cc1cc2nc(-c3ccc(SCC(=O)N4CCN(C(=O)c5ccco5)CC4)nc3)[nH]c2cc1C,-4
CCc1ccc2c(Cl)c(C(=O)N/N=C/c3c[nH]c4ccccc34)sc2c1,3
O=C(CCN1CCCCC1)Nn1c(=S)[nH]c2ccccc2c1=O,-2
CCSc1nc2sc3c(c2c(=O)[nH]1)CC(C)(CC)OC3 (configuration not stated),5
Cc1[nH]nc2ncc(C(=O)c3cc(Cl)cc(Cl)c3O)cc12,-1
CCCCN(C)CCn1c(=S)[nH]c2ncccc2c1=O,-1
CC(CCO)Nc1nc2c([nH]1)c(=O)n(C)c(=O)n2C (configuration not stated),-3
